Compound activity (PubChem)
HEK293 tox: Cytotoxic Profiling in HEK 293 Cell Line of Diverse Libraries Using Quantitative High-Throughput Screening; 94,000 compounds, 6.6% hits; HEK 293 viability, ATP luminescence (CellTiter-Glo), 48-72 h; Potency, µM (titrated, usually from 115 µM), for inactives: top-dose activity change, negative = cytotoxicity, hits mostly inhibitors; AID 1345083, 2018; further: potency means the concentration at half of the fitted maximal effect; nearly all actives have a fitted effect of over 60% in size
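Cells seeded first (HEK 293, 250 cells/well), then compound added by pintool. Incubation ran 48 or 72 hr at 37 degree Celsius. CellTiter-Glo was added and luminescence imaged after 10 min at room temperature.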
NIH3T3 tox: Cytotoxic Profiling in NIH 3T3 Cell Line of Diverse Libraries Using Quantitative High-Throughput Screening | NIH 3T3 viability, CellTiter-Glo ATP luminescence, 48-72 h | Potency, µM (doses to about 96.7 µM), for inactives: top-dose activity change, negative = cytotoxicity, usual class: inhibitors | 94,000 compounds, 4.3% hits | AID 1345082, 2018; further: potency means the concentration at half of the fitted maximal effect; nearly all actives have a fitted effect of over 55% in size
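Luminescent ATP readout (CellTiter-Glo, 10 min RT) after 48 or 72 hr compound exposure of NIH 3T3 cells seeded at 400 cells/well in 1536-well format; quantitative HTS.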
IP6K1 inh: Primary qHTS assay for small molecule inhibitors of Inositol hexaphosphate kinase 1 (IP6K1); Inositol hexakisphosphate kinase 1 (Homo sapiens), Q92551; IP6K1 kinase, ADP-Glo luminescence, 2 h; active compounds read low; activity change, % (series mostly up to about 58 µM); 140,000 compounds, 0.81% hits; in the data active means activity change below about -25%
Target sequence (Q92551 whole entry, looked up): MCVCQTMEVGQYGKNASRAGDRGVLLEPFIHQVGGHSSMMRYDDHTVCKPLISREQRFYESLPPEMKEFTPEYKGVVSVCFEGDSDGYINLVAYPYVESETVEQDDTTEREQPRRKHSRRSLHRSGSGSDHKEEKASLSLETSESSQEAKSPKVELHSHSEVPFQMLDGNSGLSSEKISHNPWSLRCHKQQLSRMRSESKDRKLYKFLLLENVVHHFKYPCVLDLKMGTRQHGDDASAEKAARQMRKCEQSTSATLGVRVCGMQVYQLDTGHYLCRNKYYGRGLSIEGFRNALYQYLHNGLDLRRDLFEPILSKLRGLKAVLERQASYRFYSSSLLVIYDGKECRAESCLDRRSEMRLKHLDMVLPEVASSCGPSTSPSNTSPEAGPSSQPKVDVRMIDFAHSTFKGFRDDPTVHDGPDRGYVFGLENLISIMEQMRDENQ
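ADP-Glo luminescence measures ADP made by human IP6K1 during a 2 h RT reaction with ATP/IP6 (mix at 1.3 mM/130 uM); top library doses 57.5 and 19.1 uM final.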
HEK293 viab: GF-AFC viability counterscreen for inhibitors of alpha-synuclein gene (SNCA) expression. HEK-293-SNCA-luc viability, GF-AFC fluorescence, 24 h. Potency, µM (titrated, usually from 57.1 µM), inactives show top-dose activity change, negative = cytotoxicity, most hits filed as cytotoxic. 150,000 compounds, 0.12% hits. AID 1671193, 2021;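 further: potency means the concentration at half of the fitted maximal effect; 0% = DMSO-treated cells and -100% = medium-only wells without cells; nearly all actives have a fitted effect of over 30% in size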
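HEK-293-SNCA-luc cells (1500/well) plated 24 h, then exposed 24 h to a dilution series; GF-AFC added 30 min at 37C, fluorescence 405/540 nm; normalised to medium-only and DMSO wells, Hill fit.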
GPT2 inh: Primary qHTS assay for inhibitors of Glutamate pyruvate transaminase 2 (GPT2); Alanine aminotransferase 2 (Homo sapiens), Q8TD30; Recombinant GPT2, coupled pyruvate oxidase/HRP Amplex Red fluorescence; 100,000 compounds, 0.25% hits; Potency, µM (titrated, usually from 57.7 µM), without a hit: top-dose activity change, negative = inhibition, most hits filed as inhibitors; further: potency means the concentration at half of the fitted maximal effect; nearly all actives have a fitted effect of over 60% in size; many of its hits are not listed in these tables
Target sequence (Q8TD30 whole entry, looked up): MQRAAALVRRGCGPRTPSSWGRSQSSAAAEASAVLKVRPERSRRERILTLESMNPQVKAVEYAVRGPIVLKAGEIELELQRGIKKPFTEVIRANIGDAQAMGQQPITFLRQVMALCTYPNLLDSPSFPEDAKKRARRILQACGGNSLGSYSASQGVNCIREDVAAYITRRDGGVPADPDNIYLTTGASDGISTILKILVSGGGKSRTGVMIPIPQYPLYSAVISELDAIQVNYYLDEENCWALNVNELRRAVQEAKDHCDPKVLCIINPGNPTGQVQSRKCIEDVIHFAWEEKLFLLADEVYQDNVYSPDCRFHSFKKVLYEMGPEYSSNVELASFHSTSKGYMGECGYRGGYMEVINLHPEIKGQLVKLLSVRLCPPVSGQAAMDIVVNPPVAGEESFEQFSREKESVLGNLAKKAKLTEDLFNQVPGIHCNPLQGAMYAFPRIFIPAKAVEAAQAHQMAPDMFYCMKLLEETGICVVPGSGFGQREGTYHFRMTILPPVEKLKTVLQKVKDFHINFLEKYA
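Inhibition is scored from Amplex Red fluorescence generated when pyruvate oxidase and HRP act on pyruvate released by GPT2. Reactions contain 10ng/uL enzyme, 250uM a-KG and 2mM L-alanine and run 30 min at room temperature.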
Luciferase inh: Firefly luciferase inhibition profiling of diverse chemical library using quantitative high-throughput screening; Luciferin 4-monooxygenase (Photinus pyralis), P08659; 76,000 compounds, 2.5% hits; purified P. pyralis luciferase, luminescence, biochemical; Potency, µM (series often up to 115 µM), for the others: at the top dose activity change, negative = inhibition, actives largely listed as inhibitors; further: potency means the concentration at half of the fitted maximal effect; nearly all actives have a fitted effect of over 65% in size
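Purified P. pyralis luciferase (10nM final) in 50mM Tris acetate pH 7.5, 10mM Mg acetate, 0.01% Tween-20, 0.05% BSA with 10uM D-luciferin and 10uM ATP. Compounds titrated qHTS. Luminescence imaged on CCD.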
SNCA expr inh: Primary qHTS assay for inhibitors of alpha-synuclein gene (SNCA) expression | HEK-293 SNCA-luciferase knock-in, luminescence, 24 h | Potency, µM (top dose mostly 57.2 µM), for the others: top-dose activity change, negative = inhibition, usual class: inhibitors | 140,000 compounds, 0.17% hits | AID 1671194, 2021;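 further: potency means the concentration at half of the fitted maximal effect; plate controls were DMSO cells for no effect and cell-free wells for full effect; nearly all actives have a fitted effect of over 45% in size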
* = called active by the depositor; i = inactive; ? = inconclusive; nt = no result given; [ ] = dose if it differs, or a comment. Unless noted, the call rests on the fitted dose curve; in most records, active means well fitted curve in the direction sought with a large enough effect; inconclusive means small, poorly fitted or top-dose-only effect, or another doubt; inactive means no such curve, though single readings can be large; an effect the other way counts as inactive or inconclusive. Unless noted, on the % scale 0 is the no-effect control and ±100 the full control effect.

SMILES	HEK293 tox	NIH3T3 tox	IP6K1 inh	HEK293 viab	GPT2 inh	Luciferase inh	SNCA expr inh
COc1ccc(Cn2c(=O)c(C(=O)N3CCN(C(=O)c4ccccc4Cl)CC3)nc3cccnc32)cc1	-20.0%	-13.5%	8.1	nt	nt	nt	nt
CC(C)NC(=O)c1noc(-c2ccc[nH]c2=O)n1	-1.9%	i	9.9	8.9%	i	-8.2%	-24.3%
Cc1ccccc1NC(=O)Cn1nc2n(c1=O)CCCC2	-1.0%	i	-7.8	-5.2%	i	5.7%	?
CC1=CC(=O)CC(C)(C)[C@@]1(O)CC[C@@H](C)O[C@@H]1O[C@H](CO)[C@@H](O)[C@H](O)[C@H]1O	nt	nt	-2.8	-8.3%	i	nt	nt
CCn1nccc1C(=O)N1CCC2(CC1)CN(C(C)=O)CC2COC (centres undefined)	i	i	-1.1	3.8%	3.7%	9.3%	2.5%
O=C1NCCC[C@@H]1NC(=O)[C@@H]1CN(C(=O)c2cccc(F)c2)CCN1C(=O)C1CCNCC1	i	3.7%	0.9	3.1%	-3.0%	3.0%	11.6%
CCn1c(=O)cc(OCC(=O)NCc2ccc(F)cc2Cl)c2ccccc21	nt	nt	22.2	-11.2%	nt	nt	-20.4%
CCc1nc(-c2c3n(c(=O)n(CC(=O)Nc4cc(F)ccc4F)c2=O)CCCC3)no1	0.8%	-21.9%	4.1	0.0%	0.8%	0.0%	-18.8%
CCn1c(-c2nonc2N)nc2c(C#CCO)ncc(OCCCN)c21	nt	nt	-14.5	?	i	nt	nt
Cc1nc(C)c(C(=O)N2CCC(CCOc3ccccc3)C2)s1 (centres undefined)	?	?	3.4	5.2%	i	-8.3%	-4.4%
CN(C)C(=O)N1CCCCC(NC2CCN(c3ccc4c(c3)CCC4)CC2)C1 (centres undefined)	?	?	8.8	-21.7%	i	14.6%	-19.0%
Cc1ccc(N2CCN(C(=O)c3noc(-c4ccc[nH]c4=O)n3)CC2)cc1	8.6%	-1.3%	5.6	0.6%	i	-7.8%	1.6%
COc1ccc(Nc2ccnc(N3CCCC(C(=O)N4CCC(Cc5ccccc5)CC4)C3)n2)cc1 (centres undefined)	20µM*	28.2µM*	-1.8	?	-17.1%	nt	?
CN(Cc1cccnc1)c1nc2c(c(=O)[nH]1)CCN(Cc1ccc(F)cc1)CC2	-8.9%	-21.5%	7.7	-10.1%	-8.2%	8.6%	3.1%
CCOCCCn1c(=N)c(S(=O)(=O)c2ccc(C)cc2)cc2c(=O)n3cccc(C)c3nc21	nt	nt	17.7	2.4%	nt	nt	-4.9%
CNC(=O)[C@@H](CC(C)C)N1CCC[C@H]1C(=O)NC1CCCCC1	-9.8%[172 µM]	-1.3%[174 µM]	0.4	-6.6%[87.6 µM]	-16.4%[88.5 µM]	-3.7%[172 µM]	9.2%[87.6 µM]
O=C(COc1ccc(-c2nnc3n2CCCC3)cc1)Nc1ccc(Cl)cc1	-21.7%	-5.4%	25.9	3.5%	-3.5%	-5.4%	25.2%
Cc1ccccc1OCCn1cc(C(=O)C2CCCCC2)c2ccccc21	nt	nt	-5.0	-11.6%	nt	nt	5.6%
Cc1ccc(CNC(=O)Cn2cc(C(=O)c3ccc(Cl)cc3)c(=O)c3ccc(C)nc32)cc1	nt	nt	-6.5	2.3%	nt	nt	1.6%
COc1ccccc1CNC(=O)CCNS(=O)(=O)c1ccc2c(c1)oc(=O)n2C	nt	nt	-5.6	8.4%	nt	nt	1.5%
O=C(NC[C@H]1OC[C@@H](NC2CCOCC2)[C@@H]1O)c1ccccc1	1.6%[172 µM]	-17.5%[174 µM]	2.0	3.3%[87.6 µM]	i	-8.0%[172 µM]	-16.7%[87.6 µM]
c1ccc2c(Cc3nnc([C@H]4CCN(CC5CC5)C4)o3)c[nH]c2c1	-16.1%[172 µM]	-18.8%[174 µM]	5.2	-3.9%[87.6 µM]	-5.2%[88.5 µM]	-2.2%[172 µM]	8.6%[87.6 µM]
COc1ccc(-c2ccc3c(N4CCOCC4)nc(N4CC(C)OC(C)C4)nc3n2)cc1CO (centres undefined)	nt	nt	-15.4	34.0%	i	nt	nt
O=C(O)CSc1nnc(-c2ccc(O)cc2)o1	nt	nt	-3.7	?	nt	nt	?
CCc1ccc2occ(CC(=O)Nc3c(C(=O)Nc4ccc(Cl)cc4)oc4ccccc34)c2c1	nt	nt	4.2	4.7%	nt	nt	89.3%[activator]

Next part
SMILES	HEK293 tox	NIH3T3 tox	IP6K1 inh	HEK293 viab	GPT2 inh	Luciferase inh	SNCA expr inh
CC(=O)O[C@H]1CC[C@@]2(C)C(=CC[C@@H]3[C@@H]2CC[C@]2(C)C(C(C)=O)=CC[C@@H]32)C1	nt	nt	6.5	-27.2%[23.9 µM]	-8.3%	nt	9.0%[25.6 µM]
Cc1ccc(NC(=O)c2cc3nc(-c4ccccc4)cc(-c4ccccc4)n3n2)cc1	nt	nt	50.7	16.1%	nt	nt	-16.0%
COCC(=O)N[C@H]1CC[C@]2(C)CCC([C@H](C)C(=O)NCc3ccc(OC)c(OC)c3)[C@H](O)[C@H]2[C@@H]1C (some centres undefined)	-2.0%	-4.5%	19.4	-0.2%	1.2%	14.4%	25.8%
CNC(=O)c1cc(C2CC2)nc2c1c(C1CCN(C(=O)Cc3ccccc3)CC1)nn2C	89.1µM*	-20.8%	-3.8	nt	nt	nt	nt
O=C(Nc1ccc2nnc(-c3ccc(C(=O)N4CCSCC4)cc3)n2c1)C1CCC1	?	?	-6.1	-1.9%	i	-8.3%	3.8%
CCc1nc2c(c(-c3ccc(Cl)cc3)n1)CN(C(=O)c1ccc(F)cc1)CC2	?	?	19.7	-9.6%	i	-6.8%	-14.2%
CCOC(=O)c1cn(C2CN(C(=O)Cc3cccc(Cl)c3)C2)nn1	0.6%	1.9%	22.3	6.6%	1.5%	-3.2%	-4.1%
O=C(NC1CCN(CCCCC2(C(=O)NCC(F)(F)F)c3ccccc3-c3ccccc32)CC1)c1ccccc1-c1ccc(C(F)(F)F)cc1	nt	nt	-16.8	?	?	nt	nt
CCOC(=O)c1cccc(NC(=O)[C@@H](c2ccccc2)N2Cc3ccccc3C2=O)c1	nt	nt	1.9	-2.8%	nt	nt	-18.6%
O=C(C[C@@H]1C[C@H]2O[C@H](CNC3CCCCC3)[C@@H](O)[C@H]2O1)N1CCC(F)(F)C1	i	i	-12.0	0.3%[87.6 µM]	-4.8%[88.5 µM]	6.6%[172 µM]	30.3%[activator][87.6 µM]
CCNC(=O)N1CCC[C@@H](O)[C@H](NC(=O)c2ccc(OCCN3CCCC3)cc2)C1	-2.9%[172 µM]	-25.7%[174 µM]	10.4	7.0%[87.6 µM]	2.9%[88.5 µM]	0.9%[172 µM]	-10.8%[87.6 µM]
O=C(C1CC1)N1CC(F)(F)C[C@H]1c1nc(-c2cccnc2)no1	i	i	2.8	5.4%	i	-8.2%	5.9%
Cc1ccc(C)c(N2CCN(C(=O)c3cc(S(=O)(=O)N4CCCC4)cn3C)CC2)c1	nt	nt	30.7	-3.6%	nt	nt	?
COc1cccc(CNC(=O)c2nc3cccnc3n(Cc3ccccc3)c2=O)c1	?	?	6.4	-0.7%	i	nt	-17.3%
COc1ccc(-c2cn3c(n2)sc2cc(C(=O)NCCCN4CCCCC4)ccc23)cc1	nt	nt	-9.2	?	nt	nt	-4.9%
COc1ccc(-n2c(=O)c(C(=O)NCc3cccc(Cl)c3)nc3cccnc32)cc1	?	?	-5.7	2.6%	0.3%	nt	-10.8%
COc1ccc(NC(=O)CN2C(=O)NC3(CCCCC3)C2=O)cc1OC	-5.1%	-4.0%	43.1	-9.7%	-4.2%	0.0%	2.9%
CCN(Cc1ccccc1)C(=O)C1CCN(S(=O)(=O)c2c(C)noc2/C=C/c2ccc(C)cc2)CC1	nt	nt	6.4	6.6%	nt	nt	-2.4%
CN(Cc1ccccc1)C(=O)Cc1cccn1-c1ccc(F)cc1	?	-12.0%	5.1	3.9%	i	-12.0%	16.4%
CCC[C@@H]1CN(Cc2cc(OC)c(SC)cc2OC)C[C@H]1NC(C)=O	?	-23.4%	3.9	2.2%	-7.1%	3.0%	-2.4%
CCOCCNC(=O)C1CCCN1Cc1cccc(-c2ccc(C)c(Cl)c2)c1 (centres undefined)	?	14.1µM*	17.2	nt	nt	nt	nt
O=C(c1ccccc1F)N1CCCC2(C1)C(=NC1CCCCC1)NC(=O)N2c1cc(F)cc(F)c1 (centres undefined)	4.4%	4.3%	-16.2	11.2%	i	nt	15.6%
CCCCN1CC(c2nc3ccccc3n2CCCCOc2cccc(C)c2C)CC1=O (centres undefined)	nt	nt	17.2	?	nt	nt	?
COc1cc(NS(=O)(=O)c2ccc(NC(=O)c3ccc(C(C)=O)cc3)cc2)nc(OC)n1	nt	nt	11.3	-3.9%	nt	nt	-0.6%
O=C(c1cc2ccccc2[nH]1)N1CCCC2(C1)NC(=O)N(Cc1ccccc1)C2=O (centres undefined)	?	-28.3%	3.0	6.5%	4.8%	-26.2%	55.0%[activator]
CCn1ccc(C(=O)N2C[C@@H](Oc3cccnc3)C[C@H]2C(=O)NC)n1	-8.7%	-8.1%	8.4	-5.1%	-7.0%	-12.9%	-17.5%
O=C1NCCCCCCN(C(=O)CCc2nc3ccccc3s2)[C@H]2CCC[C@@H]12	-18.9%	-26.2%	8.3	-2.1%	3.5%	-10.0%	-15.8%
CN(C)C(=O)c1ccc2c(c1)N(C)C(CC(=O)Nc1ccc[nH]c1=O)CO2 (centres undefined)	-28.1%	-21.2%	16.2	-8.2%	?	-6.4%	12.0%
